Compound activity (PubChem BioAssay)
KDM4C inh: inhibitors of human demethylase GASC-1 KDM4C. GST-KDM4C 2-372, H3K9me3 peptide, LANCE TR-FRET. inhibition, % at 12.5 µM. 0.15% of 96,000 active;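 active = mean replicate inhibition above about 25%, with at least 55% of replicates also reaching it, limit read from the data, passing the limit was not always enough; inconclusive = only one of those two conditions met; inactive = neither condition met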
Target sequence (Q9H3R0 2-372 limits assumed): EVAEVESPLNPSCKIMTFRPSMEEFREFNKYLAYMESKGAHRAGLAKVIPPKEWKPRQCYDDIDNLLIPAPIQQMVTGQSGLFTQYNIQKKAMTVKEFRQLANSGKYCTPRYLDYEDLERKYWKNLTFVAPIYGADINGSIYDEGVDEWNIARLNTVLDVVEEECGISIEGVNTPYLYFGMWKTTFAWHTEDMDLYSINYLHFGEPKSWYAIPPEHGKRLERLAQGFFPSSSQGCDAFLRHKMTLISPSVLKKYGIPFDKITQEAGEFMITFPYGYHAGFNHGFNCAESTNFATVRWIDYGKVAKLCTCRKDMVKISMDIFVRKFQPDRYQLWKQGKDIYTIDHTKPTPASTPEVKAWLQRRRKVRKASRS
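Assay system: GST-GASC-1 enzyme fragment 2-372 | Amount: 10 nM enzyme | Medium: HEPES buffer, pH 7.5, plus ascorbate | Reagent: H3K9me3 peptide substrate, Fe(II), 2-oxoglutarate | Doses: Single-point compound screen | Incubation: 30 min demethylation and 1 h detection at room temperature | Measured by: LANCE TR-FRET, excitation 340 nm, emissions 618 and 671 nm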
C diff growth: C. difficile growth inhibition | Clostridium difficile clinical isolate growth, OD600, 24 h; active compounds read low | growth activity, negative = inhibition, % at 16 µg/mL (by protocol) | 0.25% of 86,000 active | AID 1259249;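 active = mean growth activity at or below -80% and every replicate also at or below -80%; inconclusive = mean at or below -80% but some replicate above -80%; inactive = mean growth activity above -80%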;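 note: 0% = DMSO wells and -100% = levofloxacin 16 µg/mL wells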
Pf Dd2 inh: blocks growth of Plasmodium falciparum Dd2 parasites; P. falciparum Dd2 growth, SYBR Green, 72 h; active compounds read low; activity change, % at 10 µM; 2.3% of 94,000 active; in the data active = activity change below about -80%; inconclusive = no clear call, values can overlap the other calls
Tcruzi prolif: T. cruzi proliferation inhibition | AID 624255 | inhibition, % at 8.34 µM | T. cruzi beta-gal in NIH3T3, GalScreen luminescence, 90 h | 5.9% of 77,000 active;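 active = mean inhibition above about 93%, with at least 55% of replicates each passing it, limit read from the data, passing the limit was not always enough; inconclusive = only one of those two conditions holds; inactive = neither condition holds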
Active calls of the source: *; ? = inconclusive; nt = not tested or not shown; & = joins results of further samples.

The opening 3 compounds as a preview:
entry	Structure	KDM4C inh	C diff growth
1	CCCC(=O)N1CCC2(CC1)CN(C(C)=O)[C@@H](CO)c1c2c2ccc(OC)cc2n1C	0.9	-6
2	CN1c2ccc(-c3ccccc3)cc2[C@H]2[C@H](CCN2C(=O)Cc2cccnc2)[C@H]1CO	0.8	-3
3	CCN(C[C@@H]1[C@@H](c2ccccc2)[C@H](CO)N1C(C)=O)C(=O)NC(C)C	2.9	-3

entry	Pf Dd2 inh	Tcruzi prolif
1	-25	nt
2	6	?
3	22	8

The list itself, from the first entry:
entry	Structure	KDM4C inh	C diff growth
1	CCCC(=O)N1CCC2(CC1)CN(C(C)=O)[C@@H](CO)c1c2c2ccc(OC)cc2n1C	0.9	-6
2	CN1c2ccc(-c3ccccc3)cc2[C@H]2[C@H](CCN2C(=O)Cc2cccnc2)[C@H]1CO	0.8	-3
3	CCN(C[C@@H]1[C@@H](c2ccccc2)[C@H](CO)N1C(C)=O)C(=O)NC(C)C	2.9	-3
4	COC(=O)[C@@H]1[C@@H](CO)[C@@H]2Cn3c(ccc(-c4ccccc4OC)c3=O)[C@@H]2N1C(=O)c1cccnc1	-0.6	-1
5	O=C(C[C@@H]1C=C[C@@H](NC(=O)C2CCOCC2)[C@@H](CO)O1)NCc1ccncc1	0.2	nt
6	CCCN1C[C@H](C)[C@H](OC)CN(C)C(=O)c2ccc(NC(=O)Nc3c(C)noc3C)cc2OC[C@@H]1C	1.9	-2
7	C[C@@H]1CN([C@H](C)CO)C(=O)Cc2cc(NS(C)(=O)=O)ccc2O[C@@H]1CN(C)C(=O)Nc1cccc2ccccc12	0.0	-4
8	Cc1noc(C)c1S(=O)(=O)Nc1ccc2c(c1)C(=O)N([C@@H](C)CO)C[C@H](C)[C@@H](CN(C)Cc1ccccc1)OCCCC[C@H](C)O2	0.0	-5
9	Cc1ccc(S(=O)(=O)N(C)C[C@@H]2Oc3ccc(NC(=O)Cn4cnnn4)cc3C(=O)N([C@@H](C)CO)C[C@@H]2C)cc1	-0.2	-4
10	O=C(CN1CCOCC1)NCC[C@@H]1CC[C@H](NC(=O)Nc2ccc(Cl)cc2)[C@@H](CO)O1	4.9	-1

entry	Pf Dd2 inh	Tcruzi prolif
1	-25	nt
2	6	?
3	22	8
4	4	-17
5	0	13
6	-7	1
7	2	22
8	-22	nt
9	-5	40
10	5	57

(more compounds)
entry	Structure	KDM4C inh	C diff growth
11	CCCNC(=O)C[C@H]1CC[C@@H]2[C@H](COC[C@H](O)CN2Cc2ccncc2)O1	1.1	nt
12	CO[C@H]1CN(C)C(=O)c2cc(NC(=O)NC(C)C)ccc2OC[C@H](C)N(Cc2ccccc2)C[C@H]1C	-1.3	nt
13	CN1C(=O)c2cc(NC(=O)c3ccc(F)c(F)c3)ccc2OC[C@@H]2O[C@@H](CC(=O)N3CCCCC3)CC[C@H]21	2.2	4
14	O=C(O)C[C@@H]1CC[C@@H](NC(=O)c2ccncc2)[C@@H](CO)O1	0.7	nt
15	CO[C@H]1CN(C)C(=O)c2cc(NS(=O)(=O)c3cccc(F)c3)ccc2OC[C@@H](C)N(Cc2cc(F)ccc2F)C[C@H]1C	-2.1	11
16	COc1ccc2c3c(n(C)c2c1)[C@@H](CO)N(Cc1ccccc1Cl)CC31CCN(C(=O)CC2CC2)CC1	nt	14
17	C[C@H](CO)N1C[C@H](C)[C@H](CN(C)Cc2ccc(C(F)(F)F)cc2)Oc2ccc(NC(=O)Nc3cccc4ccccc34)cc2CC1=O	-2.1	50
18	C[C@H](CO)N1C[C@H](C)[C@H](CN(C)Cc2ccccc2)Oc2ccc(NS(=O)(=O)c3cccs3)cc2CC1=O	-2.7	-4
19	CO[C@H](CN(C)S(=O)(=O)c1ccc(Cl)cc1)[C@H](C)CN(C(=O)Nc1ccccc1F)[C@@H](C)CO	-1.3	nt
20	COc1ccc(S(=O)(=O)Nc2ccc3c(c2)CC(=O)N([C@H](C)CO)C[C@H](C)[C@@H](CN(C)S(C)(=O)=O)O3)cc1	0.4	-1

entry	Pf Dd2 inh	Tcruzi prolif
11	2	24
12	-26	25
13	-15	16
14	24	-12
15	-33	?
16	-23	nt
17	-9	92
18	-38	59
19	-27	20
20	-8	2

(list continues)
entry	Structure	KDM4C inh	C diff growth
21	CC(C)NC(=O)N(C)C[C@@H]1Oc2ccc(NC(=O)CCCCCC(=O)Nc3ccccc3N)cc2CC(=O)N([C@H](C)CO)C[C@@H]1C	-0.3	-9
22	COc1ccccc1NC(=O)N[C@@H]1CC[C@@H](CCn2cc(-c3ccccc3OC)nn2)O[C@H]1CO	-1.2	-13
23	COc1ccc2c3c(n(C)c2c1)[C@H](CO)N(C(=O)c1ccncc1)CC31CCN(S(C)(=O)=O)CC1	0.3	3
24	O=C(Nc1ccccc1)N1CCCCN2[C@H](CO)[C@@H](c3ccc(C4=CCCCC4)cc3)[C@H]2C1	5.4	31
25	Cc1ccccc1-c1ccc([C@H]2[C@@H](CO)N3CCCCN(C(=O)NC4CCCC4)C[C@H]23)cc1	-0.2	-1
26	O=C(N[C@@H]1CC[C@@H](CCNC(=O)c2ccccc2F)O[C@H]1CO)c1ccc2c(c1)OCO2	1.8	-2
27	C[C@@H]1CCCCO[C@@H](CN(C)C(=O)Cc2ccccc2)[C@@H](C)CN([C@H](C)CO)C(=O)c2cc(NS(=O)(=O)c3cccs3)ccc2O1	-0.4	2
28	COc1ccc(CN(C)C[C@H]2OCCCC[C@@H](C)Oc3ccc(NS(=O)(=O)c4ccc(OC)cc4)cc3C(=O)N([C@@H](C)CO)C[C@H]2C)cc1	-0.1	-6
29	C[C@@H]1CN([C@H](C)CO)C(=O)c2cc(NC(=O)CCCN(C)C)ccc2O[C@H]1CN(C)CC1CCCCC1	0.2	7
30	COc1ccc(NC(=O)N2CC(=O)N3[C@H](CO)[C@H](c4ccc(C#CCC5CCCC5)cc4)[C@H]3C2)cc1	-1.0	-8

entry	Pf Dd2 inh	Tcruzi prolif
21	13	19
22	-9	0
23	15	nt
24	-41	56
25	-31	115*
26	8	nt
27	-49	nt
28	-42	37
29	3	-10
30	-56	nt

In another format: results already given
| entry | Compound | KDM4C inh | C diff growth | Pf Dd2 inh | Tcruzi prolif |
| --- | --- | --- | --- | --- | --- |
| 22 | COc1ccccc1NC(=O)N[C@@H]1CC[C@@H](CCn2cc(-c3ccccc3OC)nn2)O[C@H]1CO | -1.2 | -13 | -9 | 0 |
| 23 | COc1ccc2c3c(n(C)c2c1)[C@H](CO)N(C(=O)c1ccncc1)CC31CCN(S(C)(=O)=O)CC1 | 0.3 | 3 | 15 | nt |

(continued)
entry	Structure	KDM4C inh	C diff growth
31	Cc1noc(C)c1NC(=O)Nc1ccc2c(c1)C(=O)N([C@H](C)CO)C[C@H](C)[C@H](CN(C)Cc1ccc(C(=O)O)cc1)O2	2.9	nt
32	O=C(C[C@@H]1C=C[C@H](NC(=O)Nc2ccccc2)[C@H](CO)O1)NCc1cccc(F)c1	0.4	0
33	C[C@@H]1CN([C@H](C)CO)S(=O)(=O)c2ccc(C#Cc3ccncc3)cc2O[C@@H]1CN(C)C(=O)Nc1ccc2c(c1)OCO2	3.9	2
34	Cc1noc(C)c1S(=O)(=O)Nc1ccc2c(c1)C(=O)N([C@H](C)CO)C[C@H](C)[C@@H](CN(C)S(=O)(=O)c1ccc(F)cc1)OCCCC[C@H](C)O2	11	-4
35	C[C@@H]1CN([C@@H](C)CO)C(=O)c2cc(-c3ccccc3F)cnc2O[C@H]1CN(C)C(=O)C1CCOCC1	0.9	0
36	CN1CCN(C(=O)C[C@H]2C[C@@H]3c4cc(NC(=O)Cc5ccncc5)ccc4O[C@@H]3[C@H](CO)O2)CC1	1.3	nt
37	COc1ccc(NC(=O)Nc2cccc3c2O[C@@H](CN(C)CC2CCCCC2)[C@H](C)CN([C@@H](C)CO)C3=O)cc1	2.8	-3
38	C[C@H](CO)N1C[C@H](C)[C@H](CN(C)S(C)(=O)=O)Oc2ncc(C#Cc3cccnc3)cc2C1=O	-1.6	4
39	CC(C)NC(=O)Nc1ccc2c(c1)C(=O)N([C@H](C)CO)C[C@H](C)[C@H](CN(C)C(=O)c1ccccc1)OCCCC[C@@H](C)O2	11	-1
40	COc1cccc(S(=O)(=O)N(C)C[C@H]2OCc3ccccc3-c3c(n(C)c4ccccc34)C(=O)N([C@@H](C)CO)C[C@H]2C)c1	-2.7	-10

entry	Pf Dd2 inh	Tcruzi prolif
31	-7	16
32	15	41
33	-52	25
34	-42	nt
35	28	nt
36	37	-10
37	-11	44
38	1	16
39	-5	28
40	-75	74

Next compounds
entry	Structure	KDM4C inh	C diff growth
41	Cc1noc(C)c1NC(=O)Nc1cccc2c1O[C@@H](CN(C)Cc1ccc(Cl)c(Cl)c1)[C@@H](C)CN([C@H](C)CO)C2=O	0.2	1
42	C[C@@H]1CCCCO[C@H](CN(C)S(=O)(=O)c2cn(C)cn2)[C@@H](C)CN([C@H](C)CO)C(=O)c2cc(NS(=O)(=O)c3ccccc3)ccc2O1	0.2	3
43	COc1ccc(NC(=O)Nc2ccc3c(c2)C(=O)N([C@H](C)CO)C[C@H](C)[C@@H](CN(C)C(=O)Cc2ccccc2)OCCCC[C@@H](C)O3)cc1	-2.2	11
44	C[C@@H]1CN([C@@H](C)CO)C(=O)c2cc(C#Cc3ccccc3F)cnc2O[C@H]1CN(C)C(=O)Cc1ccncc1	1.5	2
45	CO[C@@H]1CN(C)C(=O)c2cc(NS(=O)(=O)c3ccccc3)ccc2OC[C@@H](C)N(Cc2ccccn2)C[C@@H]1C	0.7	1
46	COc1ccc2c3c(n(C)c2c1)[C@H](CO)NCC31CCN(S(=O)(=O)c2cccc(C)c2)CC1	11	-2
47	COC(=O)C[C@H]1C[C@@H]2c3cc(NC(=O)C4CCC4)ccc3O[C@@H]2[C@@H](CO)O1	1.3	0
48	COCCNC[C@H]1[C@@H](c2ccccc2)[C@@H](CO)N1c1nc(C)c(C)s1	-0.3	7
49	COc1cccc(CN2[C@H](CO)[C@H]3c4ccccc4N(C(=O)c4cccnc4)C[C@H]32)c1	1.5	3
50	C/C=C/c1cnc2c(c1)C(=O)N([C@@H](C)CO)C[C@H](C)[C@@H](CN(C)Cc1ccncc1)O2	-0.4	0

entry	Pf Dd2 inh	Tcruzi prolif
41	30	18
42	25	-39
43	-32	16
44	-24	117
45	-19	-1
46	-80	nt
47	7	-3
48	-8	103*
49	-8	11
50	19	11

Next entries:
entry	Structure	KDM4C inh	C diff growth
51	O=C(NC1CCCCC1)N1[C@@H]2CNC[C@H]1C2c1ccc(-c2ccccc2F)cc1 (some centres not stated)	-1.0	22
52	COCC(=O)N1[C@H](C(=O)Nc2ccccc2)[C@@H](CO)[C@@H]2Cn3c(ccc(-c4ccc(F)cc4)c3=O)[C@@H]21	-0.7	0
53	CCC(=O)N1C[C@H](C)[C@@H](OC)CN(C)C(=O)c2cc(NC(=O)NC3CCCC3)ccc2OC[C@@H]1C	0.9	-7
54	C[C@H](CO)N1C[C@H](C)[C@@H](CN(C)C(=O)Nc2ccc(C(F)(F)F)cc2)Oc2ccc(NC(=O)c3ccncc3)cc2CC1=O	-0.5	1
55	Cc1ccc(S(=O)(=O)Nc2ccc3c(c2)C(=O)N([C@@H](C)CO)C[C@H](C)[C@@H](CN(C)S(=O)(=O)c2ccc(F)cc2)OCCCC[C@H](C)O3)cc1	0.9	-7
56	O=C(Nc1ccccc1)N[C@@H]1CC[C@H](CCn2cc(C3(O)CCCC3)nn2)O[C@@H]1CO	-0.3	-2
57	C[C@@H]1CCCCO[C@@H](CN(C)Cc2ccncc2)[C@H](C)CN([C@H](C)CO)C(=O)c2cc(NC(=O)NC3CCCCC3)ccc2O1	-0.5	-1
58	C[C@@H](NC(=O)C[C@@H]1CC[C@@H](NC(=O)C2CCC2)[C@H](CO)O1)c1ccccc1	0.9	nt
59	CN(C)C(=O)c1cccc(-c2ccc3c(c2)[C@H]2[C@H](CCN2Cc2ccccc2F)[C@@H](CO)N3)c1	2.3	1
60	Cc1noc(C)c1NC(=O)Nc1ccc2c(c1)C(=O)N([C@@H](C)CO)C[C@H](C)[C@@H](CN(C)C(=O)Nc1ccccc1)O2	1.2	0
61	COc1ccc(-c2ccc3c(c2)O[C@@H](CN(C)CC2CCOCC2)[C@H](C)CN([C@@H](C)CO)S3(=O)=O)cc1	15	-9
62	O=C(C[C@@H]1CC[C@@H]2[C@H](COC[C@@H](O)CN2Cc2nccs2)O1)N1CCC(Cc2ccccc2)CC1	-0.2	11&10
63	C[C@H](CO)N1C[C@H](C)[C@@H](CN(C)Cc2ccccn2)Oc2ncc(Br)cc2C1=O	14	3&5

entry	Pf Dd2 inh	Tcruzi prolif
51	15	nt
52	7	10
53	4	nt
54	-4	19
55	-79	nt
56	-46	45
57	-3	44
58	10	6
59	-69	51
60	42	35
61	-53	93*
62	nt	165*
63	11&15	-40
